Compound activity deposited in PubChem by NCI.
All columns: NCI-60 one-dose screen, growth in % after 48 h at 10 µM unless noted; 100 = growth as untreated, 0 = no growth, -100 = all killed.
HL-60(TB) – HL-60(TB) leukemia cells. 78,000 compounds, 9% hits; active = growth percent below 10
* = called active by the depositor; & = joins results of further samples; [ ] = dose if it differs, or a comment.

SMILES	HL-60(TB)
NS(=O)(=O)c1ccc(NC(=O)CSc2ccc(-c3ccc4ccccc4c3)nn2)cc1	100
CC(CN(C)C)C(=O)c1cccs1 (stereo unspecified)	89
Clc1ccc(C2NN3C(=NC4=C2Cc2ccccc2C4)C(c2nc4ccccc4s2)=Cc2cc(Br)ccc23)c(Cl)c1 (stereo unspecified)	56
CN1CCN(Cc2ccc(NC(=O)c3cncc(C#Cc4cnc5ccc(O[C@H]6CCOC6)nn45)c3)cc2C(F)(F)F)CC1	-41*
O=C(COc1cccc2cccnc12)Nc1ccc(C(=O)/C=C/c2cccc3ccccc23)cc1	82
O=C1C(Br)CCCCCCCCCC1Br (stereo unspecified)	102
CSCCCNC(=O)c1ccc2c(c1)/C(=C/c1[nH]c(C)cc1C)C(=O)N2	46
Cc1cc(C)c([I+]c2c(C)cc(C)cc2C)c(C)c1	-64*
CC(C)=CCC/C(C)=C\C(N)=O	85
Oc1cccc2ccc(-c3n[nH]c(=S)n3-c3ccccc3)nc12	115
COC1OC(CO)C(O)C(O)C1O (stereo unspecified)	102&98&105&92
COc1ccc(-c2c(NC(=O)Nc3ccc(Br)cc3)cnn2-c2ccc(S(N)(=O)=O)cc2)cc1	75
O=c1oc2cc(OS(=O)(=O)c3ccccc3)ccc2c2c1CCCCCC2	69
O=[N+]([O-])c1cccc(/C=C/c2ccccn2)c1	120
COC(=O)C1(N)CCCC1	87
CC(=O)N[C@@H](CNC(=O)c1cc(NC(=O)c2cc(NC(=O)c3cc(NC(=O)c4nccn4C)cn3C)cn2C)cn1C)CC(=O)Nc1cn(C)c(C(=O)Nc2cc(C(=O)Nc3cc(C(=O)Nc4cc(C(=O)NCCCN(C)CCCNC(=O)c5cccc(C(=O)O)c5)n(C)c4)n(C)c3)n(C)c2)n1	109
Cc1ccccc1[C@@H]1C[C@@H]2Cc3ccc4ccccc4c3N1O2	110
COc1ccc(C(=O)n2nc(-c3cccnc3)nc2N)cc1OC	96
Clc1ccc(C2=NN3C(C2)c2ccccc2OC3c2cccnc2)cc1 (stereo unspecified)	94
CCOc1ccc(CCNC(=O)c2cccs2)cc1OCC	118
O=C(OC1CCCCC1)c1ccccc1C(=O)OC1CCCCC1	30&84
Clc1ccc(/C=C/c2cc(/C=C/c3ccc(Cl)cc3Cl)nc3ccccc23)cc1	102
Cc1cc[n+](CC(=O)c2ccc(Cl)cc2)c(C)c1	106
C[N+](C)(C)CC(O)CC(=O)O (stereo unspecified)	101
[N-]=[N+]=NC1CC(n2ccc(=O)[nH]c2=O)OC1COC(c1ccccc1)(c1ccccc1)c1ccccc1 (stereo unspecified)	67

As entered above.
NS(=O)(=O)c1ccc(NC(=O)CSc2ccc(-c3ccc4ccccc4c3)nn2)cc1 – HL-60(TB): 100
[N-]=[N+]=NC1CC(n2ccc(=O)[nH]c2=O)OC1COC(c1ccccc1)(c1ccccc1)c1ccccc1 (stereo unspecified) – HL-60(TB): 67
Clc1ccc(C2NN3C(=NC4=C2Cc2ccccc2C4)C(c2nc4ccccc4s2)=Cc2cc(Br)ccc23)c(Cl)c1 (stereo unspecified) – HL-60(TB): 56

By substructure: those above with sulfur
SMILES	HL-60(TB)
NS(=O)(=O)c1ccc(NC(=O)CSc2ccc(-c3ccc4ccccc4c3)nn2)cc1	100
CC(CN(C)C)C(=O)c1cccs1 (stereo unspecified)	89
Clc1ccc(C2NN3C(=NC4=C2Cc2ccccc2C4)C(c2nc4ccccc4s2)=Cc2cc(Br)ccc23)c(Cl)c1 (stereo unspecified)	56
CSCCCNC(=O)c1ccc2c(c1)/C(=C/c1[nH]c(C)cc1C)C(=O)N2	46
Oc1cccc2ccc(-c3n[nH]c(=S)n3-c3ccccc3)nc12	115
COc1ccc(-c2c(NC(=O)Nc3ccc(Br)cc3)cnn2-c2ccc(S(N)(=O)=O)cc2)cc1	75
O=c1oc2cc(OS(=O)(=O)c3ccccc3)ccc2c2c1CCCCCC2	69
CCOc1ccc(CCNC(=O)c2cccs2)cc1OCC	118

Next section.
SMILES	HL-60(TB)
C#CCOc1cc(N(CC)CC)ccc1C(C(=O)NC(C)(C)C)N(C(=O)C1CCc2cc(F)ccc2O1)c1cc(Cl)cc(Cl)c1 (stereo unspecified)	29
COc1cccc(C(=O)N(c2cccc(C)c2C)C(C(=O)NC(C)(C)C)c2cc3c(C)cc(C)cc3nc2Cl)c1 (stereo unspecified)	51
Cn1c(=O)c2c(nc(NC3=NS(=O)(=O)c4ccccc43)n2CC(=O)Nc2ccc(S(N)(=O)=O)cc2)n(C)c1=O	107
COc1ccc(-c2cc(-c3ccc(OC)c(OC)c3)nc(SCCCC(=O)NO)n2)cc1	-35*
C#Cc1ccc2c(c1)C(c1ccccc1F)=NCC(=O)N2C	10
CCOC(=O)C1OC2(CCCC2)OC1C(=O)OCC (stereo unspecified)	87
CC(=O)OC1CC2C(C)(CCC3C2(C)CCC2(C)C4CC(C)(C)CCC4(C)CCC32C)C1C (stereo unspecified)	90
OCCNc1nccc(N2CCN(c3ccnc4cc(Cl)ccc34)CC2)n1	48
CC1Cc2c(ncn3c(-c4ccccc4)nnc23)N(C)c2ccccc21 (stereo unspecified)	87
CSc1nnc(-c2cnn3c2NC(c2ccccc2)C3)n1-c1ccc(C(F)(F)F)cc1 (stereo unspecified)	74
Cc1[nH]nc2c1C(c1cc(=O)oc3c1ccc1ccccc13)CC(=O)O2 (stereo unspecified)	110
CCCCN(C(=O)OCC)c1ccccc1	91
FC(F)c1nc2nc(Cl)c(Cl)nc2[nH]1	84
CCN1C(=O)N(CC)C2Nn3c(s/c(=C4\C(=O)N(CC(C)(C)C)c5ccccc54)c3=O)=NC21 (stereo unspecified)	104
CC(=O)Nc1cccc(-c2ccc(C#N)n2C)c1	97
COC(=O)c1c(C)nc(C)c2c1C(=O)C=C(NCc1ccccc1)C2=O	82
Cn1c(=N)oc(=O)c2ccccc21	99
Cc1cc(N/C=c2\sc3ncnn3c2=O)no1	111
CC1=C2C(=C[C@@](C)(COS(C)(=O)=O)[C@@H]2O)C(=O)[C@](C)(O)C12CC2	-9.6*
CCOC(=O)C(C(C)=O)C(C)C(C(C)=O)C(=O)OCC (stereo unspecified)	107
Cn1ncc2c(Nc3ccc(Br)cc3)nc(Nc3ccc(Br)cc3)nc21	69
Cc1nc(N2N=C(c3ccc(Cl)cc3)CC2c2cccnc2)sc1/C=C/c1ccc(Cl)cc1 (stereo unspecified)	110
CC1(C)CCCC2=C1C(=O)N(SC(Cl)(Cl)Cl)C2=O	76
Cc1nn(-c2ccccc2)cc1/C=C1\SC(N2CCCCC2)=NC1=O	93
Clc1ccc2[nH]cc(-c3nn4cc(-c5cccnc5)nc4s3)c2c1	86

Exported with each value named: two of the compounds above
Molecule: Cn1ncc2c(Nc3ccc(Br)cc3)nc(Nc3ccc(Br)cc3)nc21
  HL-60(TB): 69
Molecule: Cc1nc(N2N=C(c3ccc(Cl)cc3)CC2c2cccnc2)sc1/C=C/c1ccc(Cl)cc1 (stereo unspecified)
  HL-60(TB): 110

More structures.
SMILES	HL-60(TB)
Cc1[nH]n(-c2ccccc2)c(=O)c1C=NC(=S)C(N)=S	102
Nc1nc(=S)c2ncn(C3OC(COC(=O)c4ccc(Cl)cc4)C(OC(=O)c4ccc(Cl)cc4)C3OC(=O)c3ccc(Cl)cc3)c2[nH]1 (stereo unspecified)	94
N#Cc1c(NC(=O)c2ccco2)[n+]([O-])c2ccc(F)cc2[n+]1[O-]	78
O=C(O)CCc1ccc(NC(=O)CCl)cc1	100
CSc1ccc2c(c1)N(C(=O)/C(C#N)=C/c1ccc(Cl)cc1Cl)c1ccccc1S2	99
C[C@]12CCc3nc(Nc4ccccc4F)sc3C1=CC[C@@H]1[C@@H]2CC[C@]2(C)C(=O)CC[C@@H]12	34
Cc1cc(C)c(OC2=C(c3c(C)cc(C)cc3C)C(=O)c3ccccc32)c(C)c1	99
COc1ccc(C(=O)CCN(C)C)cc1	110
COc1ccc(C2=NN(c3ccc(S(C)(=O)=O)cc3)C(=O)CC2)cc1	85
COC(=O)C1=NC(=S)N=C(C(=O)OC)C12Cc1ccccc1C2=O	112
C=C(C)[C@@H]1CC=C2c3sc(-c4ccc(F)cc4)nc3C[C@@H](C)[C@]2(C)C1	100
CCCCCCCCCCCCCCCCSC(=O)CCl	118
COc1ccc(S(=O)(=O)n2cc(C3OC(c4cc(OC)c(OC)c(OC)c4)=NN3C(C)=O)c3cccnc32)cc1 (stereo unspecified)	127
O=S(=O)(NCCNc1nccc(-c2c(-c3ccc(F)cc3)nc3sccn23)n1)c1ccc2ccccc2c1	88
Cc1nn(-c2ccccc2)c(N2CCCC2)c1-c1nc2ccc(C(=O)NN)cc2[nH]1	87
CSc1n[nH]c2nc(-c3ccccc3)[nH]c(=O)c12	96
CC1=C(/C=C/C(C)=C/C=C(C(=O)O)\C(C)=C\C(=O)O)C(C)(C)CCC1	85
Cc1cc(O)c2c(c1)C1OC(=O)CCCCN1C1=C2C(=O)c2cccc(OC3CC(O)C(O)C(C)O3)c2C1=O (stereo unspecified)	103
CC/C(=N/N=C(N)N)c1ccc(F)cc1	86
Nc1ccc(C2NC=CN2)cc1	101
COc1ccc(CC(=O)N2CCN(C(=O)Cc3ccc(OC)c(OC)c3)CC2)cc1OC	108
CN(C)c1ncnc2nc(Cl)[nH]c12	91
CC(=O)Nc1nc(O)c(/C=N/c2ccccn2)s1	100
O=C(/C=C/c1ccccc1[N+](=O)[O-])c1cc2ccccc2oc1=O	110
Nc1c(I)cc(CC(=O)O)cc1I	93

(cont.)
SMILES	HL-60(TB)
O=[N+]([O-])/C=C/c1ccc(Cl)cc1	111
Cn1c2ccc(Br)cc2c2c3c(c4c5cc(F)ccc5oc4c21)C(=O)N(O)C3=O	100
Fc1ccc(Nc2nnc(-c3c[nH]c4ccccc34)o2)cc1	45
Clc1c(Br)c(-c2ccccc2)nc2ccccc12	84
Cc1cccc(C)c1NCc1nc(-c2ccccc2)n[nH]1	91
Cn1c(NCc2ccccc2)nc(N)c(N=O)c1=O	91
COc1cc(/C=C2\NC(=O)NC2=O)ccc1O	91
O=C1C=CC(=Nc2ccc3c(c2)C(=O)c2ccccc2-3)O1	88
CCC(C)P(=O)(N1CC1C)N1CC1C (stereo unspecified)	87
COc1cc(C)cc(-c2nn(CC(N)=O)cc2-c2ccnc(Oc3ccc(OC)c(OC)c3)n2)c1	113
Fc1ccc(C2=NN(c3ccccc3)C(c3cccc(Nc4ccnc5cc(C(F)(F)F)ccc45)c3)C2)cc1 (stereo unspecified)	98
CC(=O)Nc1ccc(/C=C2/SC(=S)N(/C=C(\c3ccccc3)S(=O)Cc3ccccc3)C2=O)cc1 (stereo unspecified)	95
Cc1ccc2nc(-c3c(N)n[nH]c3CCCO)[nH]c(=O)c2c1	108
N#CC1C(C#N)C2CCC1C1C2N1c1ccccc1 (stereo unspecified)	92
CCCSc1nc(-c2ccc(F)cc2)cc(-c2ccco2)n1	102
CC1(O)CC(CSC#N)OC(c2ccc(F)cc2)C1 (stereo unspecified)	127
CC(=O)n1nc(-c2ccc(O)cc2)cc1-c1cn(-c2ccccc2)nc1-c1ccc(O)cc1	98
O=C1CN(CO)C(=O)CN1CO	107
CC(=O)Oc1cc(C)c(OC(C)=O)c2ccccc12	85
O=C1C=CC2CC1(O)C1CCCCN1O2 (stereo unspecified)	108
CSP(=S)(SC(C)C)SC(C)C	125
CC[C@H](CC[C@@H](C)[C@H]1CC[C@H]2[C@@H]3C/C(=N\OCCC#N)[C@@H]4C/C(=N/OCCC#N)CC[C@]4(C)[C@H]3CC[C@]12C)C(C)C	98[100 µM]
Cc1c(C(=O)O)nnn1-c1ncc(Cc2ccccc2)s1	95
COc1cc(NS(C)(=O)=O)ccc1Cc1c2ccccc2nc2ccccc12	-2.5*
S=C([S-])[P+](C1CCCCC1)(C1CCCCC1)C1CCCCC1	86

3 structures out of the list, arranged by number of heavy atoms, low to high:
SMILES	HL-60(TB)
Cn1c(NCc2ccccc2)nc(N)c(N=O)c1=O	91
Cc1ccc2nc(-c3c(N)n[nH]c3CCCO)[nH]c(=O)c2c1	108
CSCCCNC(=O)c1ccc2c(c1)/C(=C/c1[nH]c(C)cc1C)C(=O)N2	46

Additional results:
SMILES	HL-60(TB)
O=C(/C=C/c1ccc([N+](=O)[O-])cc1)c1nc2ccccc2n1Cc1ccc(Br)cc1	93
O=C1OCC2=C1C(c1ccccc1)c1cc3c(cc1N2)OCO3 (stereo unspecified)	2.3*
CC(C)C(C(=O)O)N1C(=O)C2C3CCC(C3)C2C1=O (stereo unspecified)	89
C=CCC(OC(C)=O)c1cccc(OC)c1OC (stereo unspecified)	95
CCOC(=O)C1=CSC2=NC3=C(CCCC/C3=C\c3ccccc3)C(c3ccccc3)N12 (stereo unspecified)	69
Nc1n[nH]c2ccc([C@@H]3Nc4ccc5[nH]ncc5c4[C@H]4C5C=CC(C5)[C@@H]34)cc12 (stereo partly specified)	-25*
O=C(Nc1ccc(CN2CCOCC2)c(C(F)(F)F)c1)c1nc2ccc3[nH]ncc3c2c2c1CCCC2	98
Cc1ccc(S(=O)(=O)Nc2ccc3cc([N+](=O)[O-])ccc3c2[N+](=O)[O-])cc1	31&83
CCOC(=O)C1(C(=O)OCC)CCCCC1C (stereo unspecified)	99
CC[C@]12C=CCN3CC[C@@]4(c5ccc(OC)cc5N(C)[C@H]4[C@@](O)(C(=O)OC)[C@@H]1OC(=O)CCCC[P+](c1ccc(F)cc1)(c1ccc(F)cc1)c1ccc(F)cc1)[C@@H]32	-32*
O=c1c2ccccc2sc2c(N3CCC4(CC3)OCCO4)nc3ccccc3c12	109
CCOC(=O)CC(CC(=O)OCC)C(=O)OCC	86
COc1cc2c(cc1OC)NC(=O)C2	101
COc1cc2c3c(c4cc(OC)c(OC)cc4c2cc1OC)CN(Cc1ccccc1)CC3	90
O=C(c1ccc(Cl)cc1)C1[C@H](c2ccc(Br)cc2)[C@@H](c2ccccc2)NC12C(=O)Nc1ccccc12 (stereo partly specified)	-32*
O=[N+]([O-])c1ccc(F)cc1F	164
CC12C(C(=O)O)C1(c1ccccc1)C2C(=O)O (stereo unspecified)	95&86
Cc1cc(=O)oc2cc(Oc3nc(-c4ccccc4)cn4c(-c5ccccc5)cnc34)ccc12	85
CCCCOc1nc2c(C)cccc2cc1/C=C/c1cc(/C=C/c2cc3cccc(C)c3nc2OCCCC)[nH]n1	93

These rows are one share of the data, so the mix of outcomes need not match the whole.
